Assay outcomes as filed in PubChem BioAssay.
Dicer processing: inhibitors of human Dicer processing of pre-microRNA; cat-ELCCA pre-miR-21 Dicer processing, chemiluminescence; hits give high values; z-score at 25 µM; 47,000 tested, 6% active; in the data active = z-score above about 3, passing the limit was not always enough;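 also: plate controls were vehicle for no effect and no enzyme for full effect; higher signal means more uncleaved substrate so more Dicer inhibition; strong numbers were not always called active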
Target sequence (Q9UPY3 whole entry, looked up): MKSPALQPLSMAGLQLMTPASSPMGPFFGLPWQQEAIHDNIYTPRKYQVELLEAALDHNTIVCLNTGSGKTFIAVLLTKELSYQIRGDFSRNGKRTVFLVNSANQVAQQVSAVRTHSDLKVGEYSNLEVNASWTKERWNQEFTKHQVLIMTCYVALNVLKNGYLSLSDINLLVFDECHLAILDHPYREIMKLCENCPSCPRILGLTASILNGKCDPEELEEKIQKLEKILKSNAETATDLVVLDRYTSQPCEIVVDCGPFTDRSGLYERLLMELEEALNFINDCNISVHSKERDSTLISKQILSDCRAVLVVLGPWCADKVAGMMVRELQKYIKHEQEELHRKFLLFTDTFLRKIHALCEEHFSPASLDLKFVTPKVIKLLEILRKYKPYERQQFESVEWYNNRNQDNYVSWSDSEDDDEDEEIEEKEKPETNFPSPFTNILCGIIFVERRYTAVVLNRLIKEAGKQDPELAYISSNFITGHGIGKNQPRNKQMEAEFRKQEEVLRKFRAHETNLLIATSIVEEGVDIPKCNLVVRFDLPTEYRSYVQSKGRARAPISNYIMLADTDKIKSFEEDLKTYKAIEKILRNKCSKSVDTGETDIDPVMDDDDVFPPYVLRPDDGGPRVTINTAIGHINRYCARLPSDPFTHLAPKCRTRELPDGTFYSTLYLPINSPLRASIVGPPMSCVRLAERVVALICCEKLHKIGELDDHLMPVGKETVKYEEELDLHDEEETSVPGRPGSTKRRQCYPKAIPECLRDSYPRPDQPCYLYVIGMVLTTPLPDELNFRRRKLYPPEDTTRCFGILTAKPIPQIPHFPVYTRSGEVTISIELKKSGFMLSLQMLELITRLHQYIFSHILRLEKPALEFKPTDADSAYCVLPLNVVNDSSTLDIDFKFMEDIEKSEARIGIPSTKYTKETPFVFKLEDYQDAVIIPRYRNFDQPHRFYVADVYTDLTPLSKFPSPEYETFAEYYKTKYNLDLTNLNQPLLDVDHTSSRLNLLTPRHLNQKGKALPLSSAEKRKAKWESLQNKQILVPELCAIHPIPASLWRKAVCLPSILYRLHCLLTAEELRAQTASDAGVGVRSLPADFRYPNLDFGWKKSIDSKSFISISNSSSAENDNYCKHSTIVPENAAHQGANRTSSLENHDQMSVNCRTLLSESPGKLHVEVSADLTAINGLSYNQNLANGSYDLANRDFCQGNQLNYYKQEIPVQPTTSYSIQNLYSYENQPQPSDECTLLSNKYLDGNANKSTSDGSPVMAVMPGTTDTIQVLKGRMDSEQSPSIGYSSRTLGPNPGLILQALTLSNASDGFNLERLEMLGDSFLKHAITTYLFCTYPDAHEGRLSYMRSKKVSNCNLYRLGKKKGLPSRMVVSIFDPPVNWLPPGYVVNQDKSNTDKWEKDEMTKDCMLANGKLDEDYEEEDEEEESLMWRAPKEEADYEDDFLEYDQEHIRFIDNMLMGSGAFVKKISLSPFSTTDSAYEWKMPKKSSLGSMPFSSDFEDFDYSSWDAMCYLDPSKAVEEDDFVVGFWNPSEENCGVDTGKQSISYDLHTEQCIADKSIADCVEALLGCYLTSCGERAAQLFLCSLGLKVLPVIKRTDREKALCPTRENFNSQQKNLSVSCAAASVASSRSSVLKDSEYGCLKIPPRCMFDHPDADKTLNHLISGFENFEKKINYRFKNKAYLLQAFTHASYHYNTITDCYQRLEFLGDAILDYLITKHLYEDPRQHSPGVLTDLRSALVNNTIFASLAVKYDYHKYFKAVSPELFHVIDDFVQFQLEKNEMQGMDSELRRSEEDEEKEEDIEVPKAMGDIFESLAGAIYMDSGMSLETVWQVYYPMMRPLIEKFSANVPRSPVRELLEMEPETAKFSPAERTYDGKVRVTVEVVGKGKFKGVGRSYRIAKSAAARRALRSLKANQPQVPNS
* hit, by the source's call; & = joins results of further samples. Only part of the results is shown, so the mix of outcomes need not match the whole.

entry	compound	Dicer processing
1	C=CC1CN2CCC1CC2C(OC(=O)c1ccco1)c1ccnc2ccccc12 (stereo unspecified)	0.4
2	O=C(O)Cn1cc(C(=O)c2ccccc2F)c2ccccc21	0.82
3	COc1ccccc1-n1c(/C=C/c2ccc([N+](=O)[O-])o2)nc2ccccc2c1=O	0.28
4	CCOC(=O)c1cncn1[C@@H](C)c1ccccc1	82
5	O=C(c1ccc(Cl)cc1)C12CN3CN(CN(C3)C1)C2	-0.55
6	CC12CCC3C(CCC4=CC(=O)CCC43CO)C1CCC2OC(=O)c1ccccc1 (stereo unspecified)	-1.1
7	C[C@H]1C2Cc3ccc(O)cc3C1(C)CCN2CC1CC1 (stereo partly specified)	0.02
8	CC(N)C(=O)OC(C)(C)Cc1ccc(Cl)cc1 (stereo unspecified)	0.21
9	CC(C)(C)OC(=O)NC1[C@H]2CNC[C@@H]12 (stereo partly specified)	-0.95
10	Cc1ccc(C(=O)C(C)c2c(O)c3ccccc3oc2=O)c(Cl)c1 (stereo unspecified)	2.3
11	O=C1CN=C(c2ccc(Cl)cc2)c2oc3ccccc3c2N1	0.52
12	CCCN1CCc2cc(O)cc3c2[C@H]1Cc1ccc(O)c(O)c1-3	4.5*
13	O[C@@H]1CCCC[C@H]1N1CCC(c2ccccc2)CC1	0.02
14	CNC(=O)c1ccc(/C=C2/C(=O)C3CCN2CC3)cc1	0.24
15	CCOc1ccc(Br)cc1/C=C(\C)[N+](=O)[O-]	-1
16	C=CCC1(NCCc2ccccc2)CCCCC1	-0.57
17	CCOc1ccc(CNCCc2ccc3c(c2)OCO3)cc1	1.9
18	CC12CC(=O)C3C(CCC4=CC(=O)CCC43C)C1CCC2=O (stereo unspecified)	-1.6
19	CC12CCC3C(CC4OCC35CCC(O)C[C@]45Br)C1CCC2O (stereo partly specified)	-2.2
20	CC(C)N(C(C)C)C1N=C(c2ccccc2)c2cc(Cl)ccc2N(C)C1=O (stereo unspecified)	-0.6
21	CNC(=S)NNC(=O)C1C2CCN(CC2)C1SCc1ccc(Cl)cc1 (stereo unspecified)	-0.85
22	COc1ccc(OC)c(NC2=NCCS2)c1	3.1*
23	CC(C)c1c(CN(C)C(C)Cc2ccccc2)n(C)n(-c2ccccc2)c1=O (stereo unspecified)	-1.4
24	CC(C)N1CCC(n2nnc3ccccc32)CC1	-1.2
25	O=C(NC(=S)Nc1cc(C(F)(F)F)cc(C(F)(F)F)c1)Oc1ccccc1	-1.1
26	O=C1CN=C(c2ccc(F)cc2)c2oc3ccccc3c2N1	-1.6
27	CN(C)c1ccc(/C=C/c2nc3ccccc3c(=O)n2-c2ccccc2)cc1	1.8
28	CCc1ccc(CN2CCN(Cc3cc(Br)ccc3O)CC2)cc1	0.95
29	CCOc1cc(C(F)(F)F)cnc1/C(N)=N/OC(=O)NC	-0.51
30	CCCC(C)(COC(N)=O)COC(=O)NC(C)C (stereo unspecified)	0.88

Structural class, those above containing a furan ring, fused or not (four)
entry	compound	Dicer processing
1	C=CC1CN2CCC1CC2C(OC(=O)c1ccco1)c1ccnc2ccccc12 (stereo unspecified)	0.4
3	COc1ccccc1-n1c(/C=C/c2ccc([N+](=O)[O-])o2)nc2ccccc2c1=O	0.28
11	O=C1CN=C(c2ccc(Cl)cc2)c2oc3ccccc3c2N1	0.52
26	O=C1CN=C(c2ccc(F)cc2)c2oc3ccccc3c2N1	-1.6

The list goes on:
entry	compound	Dicer processing
31	O=[N+]([O-])c1ccc(NCCO)c2ncccc12	-0.2
32	CCOC(=O)C1=C(N)Oc2c(c(=O)oc3ccccc23)C1c1ccc(OC)cc1 (stereo unspecified)	3*
33	CCC(C)n1[nH]c(=O)c2c1NC(=O)CSC2c1ccccc1 (stereo unspecified)	1.6
34	O=c1c2ccccc2[nH]c(=S)n1-c1ccc(Br)cc1Cl	-3.8
35	Nc1ccccc1C(=O)c1ccccc1	-1.1
36	CCCc1c(C)nc(SCC(=O)C(C)(C)C)nc1OC(=O)N(C)C	0.65
37	CC(C)(C)c1cc(C(C)(C)C)c2c(c1)C(O)(C(F)(F)F)C(=O)O2 (stereo unspecified)	-1.8
38	CCOC(=O)C1=NN(c2cccc(Cl)c2)C2c3cccc4cccc(c34)C12 (stereo unspecified)	2.3
39	C/C(=C\c1ccc([N+](=O)[O-])cc1)[N+](=O)[O-]	2.7
40	Fc1cccc(Cl)c1CN1CCN(Cc2c(F)cccc2Cl)CC1	-3.9
41	Cc1nc2c(Br)cc(Br)cc2c(=O)n1-c1ccc(Cl)c(Cl)c1	-0.17
42	CN(C)[C@@H]1C(=O)C(C(N)=O)=C(O)[C@@]2(O)C(=O)C3=C(O)c4c(O)cccc4[C@@](C)(O)[C@H]3[C@H](O)[C@@H]12	4.1
43	CN1N=C2C3CCN(CC3)C2C1c1ccc(Cl)c(Cl)c1 (stereo unspecified)	2
44	COc1ccc(C2SCC(=O)Nc3c2c(=O)[nH]n3C2CCCC2)cc1OC (stereo unspecified)	-0.14
45	COc1ccc(OC)c(C(O)C(C)N)c1 (stereo unspecified)	0.13
46	C[C@]12CC[C@@H]3c4ccc(OC(=O)N(CCCl)CCCl)cc4CC[C@H]3[C@@H]1CC[C@@H]2O	-0.19
47	CCN[C@@H](C)Cc1cccc(C(F)(F)F)c1	-0.42
48	Clc1ccccc1CC1=NCCN1	1.1
49	COc1ccc(C2NN=C3C4CCN(CC4)C32)cc1Br (stereo unspecified)	2
50	CC(C)NP(=O)(NC(C)C)OP(=O)(NC(C)C)NC(C)C	0.96
51	NCCc1c[nH]c2ccc(Cl)cc12	-1.1
52	COC(=O)CSC1=NN1c1cc(C)nc(N)n1	-0.04
53	CC12CN3CC(C)(CN(C1)C3c1cccnc1)C2=O (stereo unspecified)	-0.99
54	COc1ccc2[nH]c3c(c2c1)CCNC3C (stereo unspecified)	0.73
55	CCc1ccccc1-n1c(=S)[nH]c2ccc(C)cc2c1=O	-0.18
56	CC1=C(C(=O)O)N2C(=O)C(NC(=O)CCCC(=O)O)C2SC1 (stereo unspecified)	0.18
57	O=C1CSC(c2ccc(Br)cc2)c2c(n(C3CCCC3)[nH]c2=O)N1 (stereo unspecified)	-0.48
58	Cc1ccc(Oc2c(C)nc(C)nc2OC(=O)N(C)C)cc1	0.61
59	O=c1c2ccccc2[nH]c(=S)n1-c1ccc(F)cc1	-0.6
60	O=c1c2ccccc2nc(/C=C/c2ccc3c(c2)OCO3)n1-c1ccccc1O	2.7

Numbers 1 to 5, reprinted for reference:
entry	compound	Dicer processing
1	C=CC1CN2CCC1CC2C(OC(=O)c1ccco1)c1ccnc2ccccc12 (stereo unspecified)	0.4
2	O=C(O)Cn1cc(C(=O)c2ccccc2F)c2ccccc21	0.82
3	COc1ccccc1-n1c(/C=C/c2ccc([N+](=O)[O-])o2)nc2ccccc2c1=O	0.28
4	CCOC(=O)c1cncn1[C@@H](C)c1ccccc1	82
5	O=C(c1ccc(Cl)cc1)C12CN3CN(CN(C3)C1)C2	-0.55

Continued.
entry	compound	Dicer processing
61	C[C@H](N)CN1CCc2ccc(Br)cc21	0.79
62	COCc1cc(OC(=O)N(C)C)nc(-c2ccc(Cl)cc2)n1	1.1
63	NCCc1ccc(S(=O)(=O)F)cc1	0.6
64	OCCC1CNCCN1Cc1c(F)cccc1Cl (stereo unspecified)	1.6
65	CCCN1CCC[C@@H]2Cc3[nH]ncc3C[C@H]21	-2.1
66	COc1ccc2[nH]cc(CCNCc3cccnc3)c2c1	0.07
67	O=C1CC(=O)N(c2ccccc2F)C(=O)N1	-2.5
68	Cc1oc2cc(OC(=O)N(C)C)ccc2c(=O)c1Oc1ccccc1Br	1.2
69	Nc1ccccc1SC1CC(=O)N(c2ccc(Cl)cc2C(=O)c2ccccc2)C1=O (stereo unspecified)	-0.7
70	CC(C)(C)NCC(O)c1ccccc1Cl (stereo unspecified)	0.22&0.14
71	CNC(=O)O/N=C/c1nn(C(C)=O)cc1Br	1
72	CC(C)C1(O)c2ccccc2-c2ncccc21 (stereo unspecified)	-0.69
73	Cc1ccc(NC(=O)N(C)C)cc1Cl	1.3
74	CC(C)c1ccc(N=Nc2c(O)[nH]c(=O)[nH]c2=O)cc1	0.71
75	C(#CCN1CCCCC1)COCc1ccccc1	2.3
76	O=C1CC[C@@]2(O)C3Cc4ccc(O)c5c4C2(CCN3CC2CC2)[C@H]1O5 (stereo partly specified)	-3.2
77	CCOc1c(Br)cc(CNCCc2c[nH]c3ccccc23)cc1OC	6.5*
78	COc1ccccc1OCCCn1cc(C(=O)C(C)(C)C)c2ccccc21	0.72
79	CCO/N=C(\C)c1ccc(C)nc1	-0.34
80	O=[N+]([O-])/C=C/c1ccc(Cl)cc1Cl	3.5*
81	COc1ccc(Br)c(NC2=NCCS2)c1	-0.17
82	CCOc1ccc(NC2=NCCS2)cc1	12
83	CN1CCN(C(=O)OC2c3nccnc3C(=O)N2c2ccc(Cl)cn2)CC1 (stereo unspecified)	-0.25
84	Cc1ccc(NC2=NCCS2)cc1Cl	-1.1&-1
85	CCOC(=O)C1=C(C)OC(N)=C(C(=O)OCC)C12C(=O)Nc1ccccc12 (stereo unspecified)	-1.4
86	Cc1cc(N2CCN(C)CC2)nc2ccccc12	-0.08
87	C[C@@H]1O[C@@H](O[C@H]2C[C@@H](O)[C@]3(CO)[C@H]4[C@H](O)C[C@]5(C)[C@@H](C6=CC(=O)OC6)CC[C@]5(O)[C@@H]4CC[C@]3(O)C2)[C@H](O)[C@H](O)[C@H]1O	-0.7
88	CC(C)N1CCC(c2ccccc2)C1 (stereo unspecified)	1.6
89	COc1cccc(CNC2CN3CCC2CC3)c1 (stereo unspecified)	-2.3
90	c1ccc2nc(N3CCNCC3)ccc2c1	-0.21
91	O=C(O)c1cn(Cc2ccccc2Cl)c2ccccc12	0.6
92	Cn1c[n+](C)cc1C(O)c1ccccc1 (stereo unspecified)	0.85
93	Cc1ccccc1N1C(=O)CC(=O)NC1=O	-6.5
94	OC(CN1CC=C(c2ccccc2)CC1)C(F)(F)F (stereo unspecified)	1.1
95	Fc1cc(F)c2c(c1)C1C=CCC1C(c1cccnc1)N2 (stereo unspecified)	-2.2
96	CN(C)C(=O)Oc1noc2cc(Cl)ccc12	2.3
97	Clc1ccc(C(c2ccc(Cl)cc2)n2cc[n+](CC(OCc3ccc(Cl)cc3Cl)c3ccc(Cl)cc3Cl)c2)cc1 (stereo unspecified)	0.37
98	CCC(=O)N1N=C2C3CCN(CC3)C2C1c1ccc(N(C)C)cc1 (stereo unspecified)	-0.07
99	CC12CN3CN(C1)CC(c1ccccc1)(C3)C2=O	0.31
100	O=C(NCc1cccnc1)NC1CCCCC1	1.6
101	COCc1cc(OC(=O)N(C)C)nc2c1c(-c1cccs1)nn2C	-1.6
102	COC(=O)c1ccc(-c2ccc(C(=O)OC)cc2)cc1	-1.1
103	C=CCSc1nc2ccccc2c(=O)n1-c1cc(OC)c(Cl)cc1OC	-0.38
104	COc1ccc(CN2CCNCC2)c(OC)c1OC	0.53
105	CC1(C)CCC(C)(C)c2cc(-c3csc(CS(=O)(=O)C(C)(C)C)n3)ccc21	-1.3
106	CN(C(=O)c1ccc(Cl)cc1)c1ccc(Cl)cc1C(=O)c1ccccc1	-0.85
107	C=CCc1cc(C)cc(-n2nc3ccccc3n2)c1O	1.1
108	N#Cc1ccc(NC(=O)c2c(F)cccc2F)cc1C(F)(F)F	1.3
109	CCCCCn1c(N)c(C(=O)OC)c2nc3ccccc3nc21	-4.2
110	CN(C)[C@@H]1C(=O)C(C(N)=O)=C(O)[C@@]2(O)C(=O)C3=C(O)c4c(O)cccc4[C@@](C)(O)[C@H]3C[C@@H]12	-1.3
111	CCOC(=O)c1ncn2c1[C@@H]1CCCN1C(=O)c1cc(OC)ccc1-2	-0.4
112	O=C1CCCN1C(=O)c1ccc(F)cc1	0.26
113	N#CC1CC2CC1N(Cc1ccccc1)C2 (stereo unspecified)	-0.11
114	C#CCSc1nc(C)c(Cc2c(F)cccc2Cl)c(OC(=O)N(C)C)n1	-0.05
115	O=[N+]([O-])c1cccnc1N1CCCNCC1	-1.1
116	CN(C)c1ccc(-c2ccc(N(C)C)cc2)cc1	2.2
117	O=C1NC(=O)C(=Cc2cccc(O)c2)C(=O)N1	-3.5
118	O=C1C=CC(=O)C=C1	-1.1
119	NCC(CP(=O)(O)O)c1ccc(Cl)cc1 (stereo unspecified)	-2.5
120	Cc1c(NC(=O)c2ccc(Cl)cc2)cc(-c2ccccc2)n1CCCN1CCOCC1	-0.4

More entries follow.
entry	compound	Dicer processing
121	Clc1ccc(NC2=NCCS2)cc1	-1.6
122	Cc1ccc(NC(=S)N2CCOC2c2cccnc2)cc1Cl (stereo unspecified)	0.89
123	C[C@@H](N)Cc1cnc[nH]1	-0.34
124	O=C1C(=Cc2cccc3ccccc23)N2CCC1CC2	1.6
125	CC(=O)CC(c1cccc([N+](=O)[O-])c1)c1c(OC(C)=O)c2ccccc2oc1=O (stereo unspecified)	0.15
126	O=c1c2ccccc2nc(/C=C/c2ccccc2)n1-c1cccc(O)c1	3.1*
127	Clc1ccc(COC(Cn2ccnc2)c2ccc(Cl)cc2Cl)cc1 (stereo unspecified)	-0.61
128	O=C1CSC(c2ccc3c(c2)OCO3)c2c(n(C3CCCCC3)[nH]c2=O)N1 (stereo unspecified)	-0.81
129	Oc1ccc2c3c1O[C@H]1c4[nH]c5ccccc5c4C[C@@]4(O)C(C2)N(CC2CC2)CCC314 (stereo partly specified)	-0.05
130	CN(C)CC1(CC(=O)O)CCCCC1	0.34
131	C=CCN1C[C@@H](C)N([C@H](c2ccc(C(=O)N(CC)CC)cc2)c2cccc(OC)c2)C[C@@H]1C	0.8
132	Clc1cccc(CNCCc2ccc3c(c2)OCO3)c1	0.41
133	CC1CC(O)(c2ccccc2)C(C)CN1C (stereo unspecified)	3.6*
134	CC(C)Sc1nnc(OC(=O)N(C)C)n1-c1ccccc1	-0.05
135	CN1CCC(N(C)c2nc(-c3ccccc3)nc3ccccc23)CC1	2.4
136	CC1(C)CC(CCNCc2ccc3c(c2)OCO3)(Cc2ccccc2)CCO1 (stereo unspecified)	-0.69
137	C[C@]12CC(=CO)C(=O)C[C@@H]1CC[C@@H]1[C@@H]2CC[C@@]2(C)[C@H]1CC[C@]2(C)O	-0.7
138	NC(=O)CN1CC(O)CC1=O (stereo unspecified)	-0.81
